High-throughput results: PubChem BioAssay, National Center for Advancing Translational Sciences (NCATS)
GALK inh: qHTS Assay for Inhibitors of Human Galactokinase (GALK) | Purified GALK, Kinase-Glo residual ATP luminescence | P51570 | 0.007% of 270,000 active | AID 1868, 2009 | Potency, µM (top dose mostly 57.5 µM), for inactives: at the highest dose activity change, negative = inhibition, usual class: inhibitors; further: potency means the concentration at half of the fitted maximal effect
Target sequence (P51570 whole entry, looked up): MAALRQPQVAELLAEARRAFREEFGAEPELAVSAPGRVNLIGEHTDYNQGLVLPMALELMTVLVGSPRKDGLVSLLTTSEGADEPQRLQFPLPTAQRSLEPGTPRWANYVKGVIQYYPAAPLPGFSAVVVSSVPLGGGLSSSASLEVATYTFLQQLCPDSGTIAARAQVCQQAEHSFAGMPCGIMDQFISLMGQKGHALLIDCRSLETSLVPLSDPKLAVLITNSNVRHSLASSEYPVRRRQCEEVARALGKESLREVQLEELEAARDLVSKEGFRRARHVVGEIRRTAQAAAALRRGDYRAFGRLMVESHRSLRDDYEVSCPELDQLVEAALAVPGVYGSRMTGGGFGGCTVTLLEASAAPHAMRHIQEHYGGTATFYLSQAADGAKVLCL
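GALK at 5 nM final was combined with compound, 35 uM ATP and 100 uM galactose in HEPES pH8.0 with MgCl2 and DTT. The reaction ran one hour at room temperature before luminescent ATP detection.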
uPA generation: qHTS for Inhibitors of Cell Surface uPA Generation; cell surface uPA generation assay, qHTS; Potency, µM (highest dose often 38.3 µM), inactives show at the highest dose activity change, negative = inhibition, hits mostly inhibitors; 0.31% of 330,000 active; active means well fitted inhibition curve with a large enough effect; inconclusive means small, poorly fitted or top-dose-only effect; inactive means no such curve, though single readings can be large or run the other way; tested in mouse RAW 264.7 cells; further: potency means the concentration at half of the fitted maximal effect; nearly all actives have a fitted effect of over 55% in size
Eya2 phos inh: qHTS Assay for Inhibitors of the Phosphatase Activity of Eya2. Protein phosphatase EYA2 (Homo sapiens), O00167. recombinant Eya2, OMFP fluorescence dephosphorylation (OMFP is methylfluorescein phosphate). AID 488837, 2010. Potency, µM (titrated, usually from 76.9 µM), for the others: top-dose activity, negative = inhibition, hits mostly inhibitors. 0.006% of 330,000 active; further: potency means the concentration at half of the fitted maximal effect
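Eya2 protein (added as 0.2 uM solution) was preincubated with compound for 10 min at ambient temperature in 50 mM HEPES pH 7.5, 50 mM NaCl, 5 uM MgCl2, 0.05% BSA, 1 mM DTT. OMFP (added at 50 uM) then reacted 10 min; fluorescence read at 485/525 nm.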
B2AR arrestin: qHTS assay of beta-arrestin-biased ligands of beta2-adrenergic receptor; Beta-2 adrenergic receptor (Homo sapiens), P07550; beta-arrestin recruitment to beta2AR, cell-based reporter; Potency, µM (doses to about 46.1 µM), for inactives: top-dose activation, hits mostly activators; 0.02% of 330,000 active; AID 492947, 2010;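 further: potency means the concentration at half of the fitted maximal effect; 0% = DMSO controls and full agonism = EC100 isoproterenol or metaproterenol; nearly all actives have a fitted effect of over 65% in size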
Coupling enz: qHTS Assay for Inhibitors of Fructose-1,6-bisphosphate Aldolase from Giardia Lamblia: Coupling assay counterscreen. coupling enzyme system counterscreen, AmpLite Red fluorescence. activity change, negative = inhibition, % at 58.2 µM, hits read low. 0.67% of 290,000 active. AID 2472, 2010; in the data active means activity change below about -30%
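Counterscreen lacking aldolase: glyceraldehyde-3-phosphate coupling-enzyme reagent preincubated 10 min at RT with compound (at 57.5 uM final), then substrate/coupling system with AmpLite Red added; fluorescence read at 525/598 nm after 20 min RT.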
PKM2 activator: qHTS Assay for Activators of Human Muscle isoform 2 Pyruvate Kinase | Pyruvate kinase PKM (Homo sapiens), P14618 | purified PKM2, Kinase-Glo ATP luminescence, activation; response scale: 0% is enzyme alone, no compound | Potency, µM (doses to about 57.5 µM), without a hit: at the top dose activation, most hits filed as activators | 0.34% of 260,000 active; further: potency means the concentration at half of the fitted maximal effect; nearly all actives have a fitted effect of over 55% in size
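ATP formation by purified human PK-M2, quantified via coupled luciferase luminescence after 1 h at room temperature with 0.1 mM ADP and 0.5 mM PEP final.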
hERG WT inh: qHTS for Inhibitors of KCHN2 3.1: Wildtype qHTS | U2OS, BacMam KCNH2, thallium flux FluxOr; stronger effect = lower value | activity change, % at 1.84 µM | 0.37% of 340,000 active;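 active means maximum activity change below -70%; inconclusive means maximum activity change between -70% and -50%; inactive means maximum activity change above -50%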
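U2OS cells were transduced with wild-type KCNH2 virus (2.03 x 10^8 / mL) for 4 h at room temperature, then cultured overnight at 37 C. Thallium flux was read with FluxOr dye. Rate constants were normalized to DMSO controls.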
BCR signal inh: qHTS Assay to Find Inhibitors of Chronic Active B-Cell Receptor Signaling | Potency, µM (series often up to 46.1 µM), for inactives: at the highest dose ratio change, negative = lower green/red ratio, usual class: inhibitors | 0.05% of 340,000 active | ABC-DLBCL IkBa-CBG/CBR reporter, luminescence ratio, 4 h; active means well fitted inhibition curve with a large enough effect in the signal ratio, with a control signal flat, not every such curve was filed as active; inconclusive means small, poorly fitted or top-dose-only effect, or effect the other way, or a change in a side signal; the % refers to the signal ratio;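 further: potency means the concentration at half of the fitted maximal effect; plate controls were basal doxycycline-induced cells for no effect and cells given 10 µM MG132 for full effect; MG132 reads +100%, hits lower the ratio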
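Doxycycline induced both beetle luciferases in TMD8 lymphoma cells; IKK-driven degradation limits the IkappaBalpha-fused green signal, while red luminescence normalises for cell number and nonspecific effects. Compounds tested up to 46 uM, 4 hrs.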
KCNH2 3.1 inh: qHTS for Inhibitors of KCHN2 3.1: Mutant qHTS; Potassium voltage-gated channel subfamily H member 2, brain isoform KCNH2 3.1 (human); U2OS KCNH2 3.1, thallium flux FluxOr; stronger effect = lower value; activity change, % (tested at about 1.8 µM); 0.95% of 340,000 active; AID 720553, 2013;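 active means maximum activity change below -70%; inconclusive means maximum activity change from -70% to -50%; inactive means maximum activity change above -50%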;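 further: thallium influx rate constant from kinetic fluorescence after stimulation buffer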
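Steps: virus added to U2OS suspension (4 h, RT, dark); medium with 10% FBS added, cells plated, 37 C overnight; FluxOr/Red40 loading buffer 45 min RT; stimulation buffer, 2 min kinetic read; rate constant normalized.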
Giardia killer: Small Molecules that selectively kill Giardia lamblia: qHTS; AID 540267, 2011; activity change, % at 7.66 µM, hits read low; Giardia lamblia trophozoite viability; 0.15% of 340,000 active; in the data active means activity change below about -80%; inconclusive means between about -30% and that limit;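 further: parasites exposed to compound for two days anaerobically before the ATP read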
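Anaerobic 48 hrs incubation at 37 deg C of 100 trophozoites/well with test compounds; ATPLite 1-Step luminescence, 15-30 min RT, reports cellular ATP as viability.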
USP2a block: qHTS Assay for Inhibitors of Ubiquitin-specific Protease USP2a Using CHOP2 as the Reporter. USP2 core, Ub-CHOP2 coupled fluorogenic reporter, 485/531. Potency, µM (top dose mostly 38.3 µM), without a hit: top-dose activity change, negative = inhibition, usual class: inhibitors. 0.01% of 330,000 active. AID 463254, 2010;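 further: potency means the concentration at half of the fitted maximal effect; plate controls were DMSO wells for no effect and full inhibition by NEM control for full effect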
Target sequence (O75604 whole entry, looked up): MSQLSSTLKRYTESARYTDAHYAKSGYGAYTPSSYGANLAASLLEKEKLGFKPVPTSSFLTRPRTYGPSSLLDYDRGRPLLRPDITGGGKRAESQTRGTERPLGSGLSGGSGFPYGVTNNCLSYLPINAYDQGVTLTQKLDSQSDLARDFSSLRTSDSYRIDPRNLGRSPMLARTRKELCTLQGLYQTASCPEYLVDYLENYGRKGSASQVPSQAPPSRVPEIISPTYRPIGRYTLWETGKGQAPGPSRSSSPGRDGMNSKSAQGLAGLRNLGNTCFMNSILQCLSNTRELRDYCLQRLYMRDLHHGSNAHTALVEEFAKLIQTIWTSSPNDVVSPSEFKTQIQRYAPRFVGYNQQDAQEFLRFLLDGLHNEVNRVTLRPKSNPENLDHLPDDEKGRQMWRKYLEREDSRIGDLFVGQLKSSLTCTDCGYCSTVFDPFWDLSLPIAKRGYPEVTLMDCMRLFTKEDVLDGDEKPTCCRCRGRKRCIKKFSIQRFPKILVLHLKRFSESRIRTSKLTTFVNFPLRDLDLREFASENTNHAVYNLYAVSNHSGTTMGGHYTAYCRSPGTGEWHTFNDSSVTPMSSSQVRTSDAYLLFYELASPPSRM
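Deubiquitinase activity read as fluorescence (485/531 nm) after Ub-CHOP2 cleavage activates the enterokinase reporter on its substrate; USP2 core 10nM, Ub-CHOP2 and substrate 25nM each, 30min compound preincubation then 60min RT; data normalized to NEM, curves fitted.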
Starred values were filed as active, the others as inactive; i = inactive; ? = inconclusive; . = no result given; [ ] = dose if it differs, or a comment. Unless noted, the call rests on the fitted dose curve; in most records, active means well fitted curve in the direction sought with a large enough effect; inconclusive means small, poorly fitted or top-dose-only effect, or another doubt; inactive means no such curve, though single readings can be large; an effect the other way counts as inactive or inconclusive. Unless noted, on the % scale 0 is the no-effect control and ±100 the full control effect.

SMILES	GALK inh	uPA generation	Eya2 phos inh	B2AR arrestin	Coupling enz	PKM2 activator	hERG WT inh	BCR signal inh	KCNH2 3.1 inh	Giardia killer	USP2a block
Cc1ccc(C(=O)N2CCN(C(=O)c3ccc(C)cc3)C2)cc1	2%	-4%	1%	0.2%	2	?	2	-2%	7	-8	-1%
Cc1ccc(C2CN(CCC(N)=O)C(=O)CO2)cc1 (configuration not stated)	.	9%	-2%	-0.3%	.	.	-8	2%	6	-5	0%
C#CCNC(=O)/C=C/c1ccc(C)cc1	.	?	-1%	-1.8%	-1	-7%	-12	0%	-5	-10	-1%
CCC(C)C1/C=C\CC(NC(=O)OCC2c3ccccc3-c3ccccc32)CC(=O)N1Cc1ccccc1 (configuration not stated)	.	-22%	-12%	0.3%	.	.	-3	0%	4	4	-7%
Cc1cccc(N2CCN(C(=O)c3cn4ccccc4n3)CC2C)c1 (configuration not stated)	1%	2%	?	0.1%	1	-3%	19	1%	-2	-7	0%
CC1=CS/C(=C(/C#N)C(=O)NCc2ccco2)N1c1ccccc1	1%	9%	10%	2.7%	0	3%	-5	-15%	-11	-29	-2%
O=C(c1ccco1)N1CCN(Cc2ccc(F)cc2Cl)CC1	-6%	1%	-12%	0.2%	3	2%	1	-2%	-3	17	2%
Cc1cccc[n+]1C1C(c2ccccc2)C(C#N)=C(C(=C=[N-])C#N)NC1(O)C1CC1 (configuration not stated)	-4%	1%	12%	-0.8%	-4	4%	20	21%	4	-1	5%
COc1ccc(OC)c(C(=O)NC(CC(N)=O)c2ccc(NCCN3CCCC3)c([N+](=O)[O-])c2)c1 (configuration not stated)	.	14%	11%	-0.6%	1	2%	-7	6%	-12	-11	2%
NNC(=O)COc1cccc2cccnc12	2%	7%	-3%	0.1%	0	4%	3	-24%	-1	-18	-2%
CCCCC1=NN(C(=O)c2ccco2)C(O)(C(F)(F)F)C1 (configuration not stated)	-1%	-14%	-5%	0.3%	1	-4%	i	-22%	-10	22	3%
Cc1cccc(NC(=O)CSc2nnc(-c3ccncc3)n2C)c1	5%	4%	-5%	0.1%	1	1%	-3	-2%	3	-3	3%
CCN1CCN(S(=O)(=O)CC2(C)C3CCC2(C)C(=O)C3Br)CC1 (configuration not stated)	5%	-5%	-5%	0.2%	0	-3%	-9	?	-1	7	4%
CCN(CC)CCNC(=O)C(=O)Nc1cc2c3c(c1)CCN3C(=O)CC2	7%	-2%	13%	-1.1%	.	.	-4	6%	0	14	0%
CCCOc1ccc(N2C(=O)CC(N(CCc3ccc(S(N)(=O)=O)cc3)C(C)=O)C2=O)cc1 (configuration not stated)	0%	4%	-2%	-0.7%	2	1%	-12	-18%	2	2	3%
COc1ccc(CSc2nnc(CNS(C)(=O)=O)o2)cc1	-3%	-1%	6%	0.3%	0	0%	-5	22%	7	-2	1%
Cc1noc(C)c1COc1cccc(C(=O)Nc2ccc(OCc3ccccc3)cc2)c1	-1%	-3%	-3%	3.5%	-3	0%	-2	?	-19	19	-2%
N#Cc1c(NC(=O)c2ccc(Br)o2)n(-c2ccccc2)c2nc3ccccc3nc12	?	12%	3%	-0.2%	-31*	3%	5	0%	-4	10	-1%
Cc1ccc(C(=O)NCC(=O)OC(C)C(=O)Nc2ccc(N(C)C)cc2)s1 (configuration not stated)	-2%	-26%	-8%	0.2%	1	5%	-13	?	-9	15	0%
CC(=O)c1cc2c(cc1NC(=O)C1CN(C(C)=O)c3ccccc3O1)OCO2 (configuration not stated)	.	0%	1%	0.0%	.	.	-12	2%	1	3	-1%
COc1cc2c(C#CCO)c(-c3ccc(C#N)cc3)oc(=O)c2cc1OC	.	-10%	15%	0.4%	.	.	-14	?	-28	5	2%
Cc1[nH]c2ccccc2c1/C=N/NC(=O)C1CC1(c1ccccc1)c1ccccc1 (configuration not stated)	2%	-11%	9%	-0.3%	-4	1%	-10	?	-5	-4	0%
CCOc1ccc(/C=C2\SC(=S)N(CCC(=O)N(CCO)c3ccccc3)C2=O)cc1	0%	2%	-5%	0.1%	-1	0%	16	?	-4	-3	-3%
COC(=O)CSc1nnc(-c2ccccc2O)n1-c1ccc(C)cc1	2%	3%	-12%	-0.5%	-5	3%	10	0%	0	7	-1%
COc1ccc(S(=O)(=O)N(CCc2ccccc2)CC(=O)O)cc1OC	2%	5%	2%	-3.7%	19	0%	-5	-4%	6	-3	2%
CCN(C(=O)COC(=O)c1ccc2ccccc2n1)c1c(N)n(Cc2ccccc2)c(=O)[nH]c1=O	.	7%	7%	-0.5%	.	.	-9	0%	0	-20	0%
Cc1ccc(S(=O)(=O)Nc2nc3ccccc3nc2NCc2ccco2)cc1	1%	?	2%	0.1%	5	5%	-9	?	10	-4	5%
C[C@@H]1COC(=O)CCC/C=C\C[C@@H](CC(=O)N(CCO)Cc2ccccc2)C(=O)N1	.	8%	2%	-0.7%	.	.	-3	0%	.	15	-3%
Cc1ccccc1-c1nc(-c2cccnc2)no1	6%	-3%	15%	-0.6%	-1	-3%	1	-4%	-10	9	1%
CC1CCN(c2ccc(-c3cccc(NC(=O)C(F)(F)F)c3)nn2)CC1	3%	-5%	0%	-0.5%	0	.	1	?	4	-84*	-9%

A run of entries of the results above:
SMILES	GALK inh	uPA generation	Eya2 phos inh	B2AR arrestin	Coupling enz	PKM2 activator	hERG WT inh	BCR signal inh	KCNH2 3.1 inh	Giardia killer	USP2a block
Cc1ccc(C(=O)N2CCN(C(=O)c3ccc(C)cc3)C2)cc1	2%	-4%	1%	0.2%	2	?	2	-2%	7	-8	-1%
Cc1ccc(C2CN(CCC(N)=O)C(=O)CO2)cc1 (configuration not stated)	.	9%	-2%	-0.3%	.	.	-8	2%	6	-5	0%
C#CCNC(=O)/C=C/c1ccc(C)cc1	.	?	-1%	-1.8%	-1	-7%	-12	0%	-5	-10	-1%
CCC(C)C1/C=C\CC(NC(=O)OCC2c3ccccc3-c3ccccc32)CC(=O)N1Cc1ccccc1 (configuration not stated)	.	-22%	-12%	0.3%	.	.	-3	0%	4	4	-7%
Cc1cccc(N2CCN(C(=O)c3cn4ccccc4n3)CC2C)c1 (configuration not stated)	1%	2%	?	0.1%	1	-3%	19	1%	-2	-7	0%
CC1=CS/C(=C(/C#N)C(=O)NCc2ccco2)N1c1ccccc1	1%	9%	10%	2.7%	0	3%	-5	-15%	-11	-29	-2%
O=C(c1ccco1)N1CCN(Cc2ccc(F)cc2Cl)CC1	-6%	1%	-12%	0.2%	3	2%	1	-2%	-3	17	2%

(more compounds)
SMILES	GALK inh	uPA generation	Eya2 phos inh	B2AR arrestin	Coupling enz	PKM2 activator	hERG WT inh	BCR signal inh	KCNH2 3.1 inh	Giardia killer	USP2a block
CN(CC(=O)Nc1ccc(F)c(F)c1F)C(=O)CCc1nc2sc3c(c2c(=O)[nH]1)CCCC3	.	0%	-7%	-0.2%	.	.	0	6%	3	11	3%
Cn1c(N)c(C(=O)Nc2ccc(-c3ccccc3)cc2)sc1=S	0%	14%	-10%	-0.2%	0	-7%	-4	?	14	-1	-6%
CCN(CC)CCN(C(=O)c1ccc2c(c1)CCCC2)c1nc2ccc(C)cc2s1	6%	12%	2%	0.5%	0	0%	3	6%	-5	0	1%
O=C1NC(CCc2ccccc2)C(=O)N1Cc1ccccc1Cl (configuration not stated)	0%	31%[activator]	5%	-0.5%	0	7%	-5	11%	0	-18	3%
CCCOc1ccc(N2C(=O)CC(N3CCC(C(=O)OCC)CC3)C2=O)cc1 (configuration not stated)	5%	0%	9%	0.5%	3	-1%	7	-2%	8	6	0%
O=C(CCNS(=O)(=O)c1ccc(F)c(Cl)c1)NCc1ccccc1F	.	-5%	1%	-0.3%	.	.	-23	1%	-4	-3	0%
CC(Sc1nnnn1C)C(=O)NC1CCCC1 (configuration not stated)	.	0%	8%	-0.3%	.	.	0	4%	-2	-11	1%
